Screening results (PubChem BioAssay)
PDI inh: inhibitors of human PDI, primary screen, biochemical, turbidity, single point, plate reader | Protein disulfide-isomerase (Homo sapiens), P07237 | inhibition, % at 10 µM | AID 588391, 2011 | PDI insulin aggregation turbidity, A650, 90 min | hit rate 0.052% among 350,000;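 active means mean inhibition across replicates of 30% or more, whatever share of single replicates reach that level; inconclusive means mean inhibition below 30% while every single replicate reaches 30%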;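 further: absorbance from insulin aggregation driven by PDI reduction with DTT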
Target sequence (P07237 whole entry, looked up): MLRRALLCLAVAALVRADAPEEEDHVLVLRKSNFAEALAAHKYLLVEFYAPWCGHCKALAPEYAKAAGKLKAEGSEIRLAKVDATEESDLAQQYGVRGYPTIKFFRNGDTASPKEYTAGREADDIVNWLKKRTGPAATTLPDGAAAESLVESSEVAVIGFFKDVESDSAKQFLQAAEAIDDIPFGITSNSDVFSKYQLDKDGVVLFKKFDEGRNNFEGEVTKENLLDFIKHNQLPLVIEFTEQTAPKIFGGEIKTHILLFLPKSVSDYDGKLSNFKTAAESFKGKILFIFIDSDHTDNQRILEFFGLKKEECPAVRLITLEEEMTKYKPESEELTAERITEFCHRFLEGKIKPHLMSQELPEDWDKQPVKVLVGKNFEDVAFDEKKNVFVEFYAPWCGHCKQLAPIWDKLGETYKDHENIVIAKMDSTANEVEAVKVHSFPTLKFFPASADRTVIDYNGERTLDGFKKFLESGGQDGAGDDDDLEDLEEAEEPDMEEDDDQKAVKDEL
CaV13 FRET inh: Primary screen for inhibitors of IQ motif and Ca2+-dependent inactivation inhibitor domain binding in CACNA1D, Förster resonance energy transfer in living cells, … | inhibition, % at 12.3 µM | hit rate 0.098% among 340,000 | HEK cells, CFP/YFP FRET ICDI-IQ, plate reader, 10 min; percent FRET-ratio fall versus neutral wells | AID 743397;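 active means mean replicate inhibition of at least 30% and at least 1% of replicates passing that level; inconclusive means only one of the two criteria is met; inactive means neither criterion is met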;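 further: 0% = median of the neutral control wells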
Shn3 3UTR inh: reduction of Shn3 3'UTR firefly luciferase signal, primary screen, Schnurri-3 inhibitor project, cell-based, Clone20 osteoblasts, set 2 | hit rate 0.52% among 360,000 | Clone20 osteoblast Shn3 3'UTR firefly luciferase, 24 h | inhibition, % at 12.5 µM;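 active means mean inhibition of at least 75% with every replicate also reaching 75%; inconclusive means mean inhibition at least 75% but some replicate below; inactive means mean inhibition below 75%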;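 further: 0% = median of neutral control wells and 100% = pilot-screen positive control compound; some compounds past the cut are filed as inactive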
CF NFkB block: inhibitors of PAF-induced NF-kB signaling, primary screen, cell-based, GFP fluorescence, uHTS; KKLEB NF-kB-GFP reporter, GFP fluorescence overnight; inhibition, % at 5 µM; AID 588850, 2011; hit rate 0.86% among 360,000;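 active means at least 50% inhibition at 5 µM, scaled per plate between neutral and stimulator controls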;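 further: PAF is a Pseudomonas aeruginosa culture filtrate used as stimulus; plate controls were PAF-stimulated DMSO wells for no effect and unstimulated DMSO wells for full effect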
NR2E3 ag-1: inhibitors of NR2E3-RetCOR corepressor binding, primary screen, NR2E3 agonist project, biochemical, TR-FRET, GST-NR2E3, biotin-RetCOR; hit rate 0.12% among 320,000; AID 2300, 2010; 1536-well; inhibition of corepressor binding, % at 4.78 µM;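 active means percent inhibition above the cutoff of mean plus 3 SD of all tested compounds, set per screening campaign, cut at about 20% in these data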;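 further: 0% = DMSO wells and 100% = biotin wells as full block of FRET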
Target sequence (Q9Y5X4 whole entry, looked up): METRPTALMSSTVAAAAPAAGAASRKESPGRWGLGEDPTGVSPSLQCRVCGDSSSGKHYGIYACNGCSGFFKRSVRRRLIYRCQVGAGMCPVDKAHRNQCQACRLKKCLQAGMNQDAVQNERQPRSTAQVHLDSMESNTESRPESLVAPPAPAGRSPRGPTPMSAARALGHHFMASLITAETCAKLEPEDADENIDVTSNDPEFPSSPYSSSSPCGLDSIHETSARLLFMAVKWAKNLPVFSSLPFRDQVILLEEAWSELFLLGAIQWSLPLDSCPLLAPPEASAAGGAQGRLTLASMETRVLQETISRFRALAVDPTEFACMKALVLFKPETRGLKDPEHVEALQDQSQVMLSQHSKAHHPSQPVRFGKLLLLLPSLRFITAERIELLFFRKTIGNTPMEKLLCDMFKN
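Assay system: NR2E3–RetCOR corepressor complex. Quantity: 1.35 nM GST-NR2E3. Buffer or medium: pH 7.5 Tris-based buffer. Reagent: biotinylated RetCOR corepressor at 7 nM final. Schedule: 5 h at 4 °C. Detection: TR-FRET, emission read at 617 and 671 nm. Replicates: one well per compound, singlicate testing.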
Vif inh: HIV Vif self-association inhibitors, primary screen, imaging, HEK293T, single point; HEK293T cells, Vif self-association by quenched fluorescence, 24 h; inhibition, % at 7.49 µM; hit rate 0.35% among 340,000; in the data active means inhibition above about 50%, passing the limit was not always enough; inconclusive means no clear call, values can overlap the other calls; inactive means below about 31%; further: some results filed as inactive read as strong as hits
NR2E3 ag-2: NR2E3 agonists in two-hybrid cells, primary screen, cell-based, luminescence, CHO-S, Gal4-NCOR/VP16-NR2E3. AID 602229, 2012. luciferase. hit rate 0.35% among 360,000. inhibition of corepressor binding, % at 3.98 µM;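 active means inhibition above the mean of all tested compounds plus 3 SD, cut at about 70% in these data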;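 further: 0% = DMSO with NR2E3 transfected cells and 100% = cells lacking NR2E3 construct; higher means lower luciferase signal from less NR2E3 corepressor binding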
TRPM1 prom inh: inhibitors of MITF-dependent TRPM1 promoter reporter, primary screen, cell-based, SK-MEL-5, single point, luciferase; SK-MEL-5 TRPM1 promoter luciferase, 24 h; inhibition, % at 12.5 µM; hit rate 0.83% among 330,000; AID 488899, 2010;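 active means mean inhibition across replicates of 60% or more, whatever share of single replicates reaches that level; inconclusive means some that reach 60%, reason not given; inactive means mean inhibition across replicates below 60%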; further: values of inactives mirror those of a sister screen read the other way
Peg3 promoter: Peg3 promoter-driven luciferase inhibitors, primary screen, cell-based, HeLa, luciferase luminescence; HeLa PEG-Prom luciferase reporter, overnight; hit rate 1.7% among 360,000; inhibition, % at 20 µM; AID 588405, 2011;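 active means inhibition of at least 50% at 20 µM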
KKLEB tox: cytotoxicity in KKLEB CF airway cells, primary screen, cytotoxicity control for CF NF-kB inhibitor project, cell-based, uHTS, fluorescence assay plates; KKLEB CF airway cells viability, ATPlite luminescence, overnight; hits give low values; cells stimulated with P. aeruginosa culture filtrate; AID 602141, 2011; hit rate 0.36% among 360,000; activity change (cytotoxicity), % at 5 µM;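 active means corrected activity change at or below -50% at 5 µM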
HIF-2a inh: HIF-2a reporter inhibitors, primary screen, luminescence, 786-0 RCC cells. AID 624352, 2012. 786-0 RCC cells HIF-2a reporter, luciferase luminescence, overnight. hit rate 0.72% among 360,000. inhibition, % at 18.8 µM;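 active means inhibition of the luminescence signal of 40% or more relative to plate controls, in a single-dose primary screen at 18.75 µM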
* marks the source's active call; other numbers are inactive results; ? = inconclusive; nt = not tested or not shown. This is a random part of the collection, and some 3.3% of all compounds hit somewhere here.

SMILES	PDI inh	CaV13 FRET inh	Shn3 3UTR inh	CF NFkB block	NR2E3 ag-1	Vif inh	NR2E3 ag-2	TRPM1 prom inh	Peg3 promoter	KKLEB tox	HIF-2a inh
COc1ccc(Nc2nc3ccc(OC)cc3s2)cc1	-1	-7	-71	4	3	-4	-73	-85	-309	-3	-334
CCOc1ccccc1-c1nc2c(s1)CCc1onc(-c3ccc(OC)cc3)c1-2	0	-7	-11	19	7	11	-10	0	-6	-14	9
O=C(N/N=C/c1cc(Br)ccc1O)c1ccccc1Cl	-10	-3	42	5	2	-8	-3	51	29	-15	-19
CCOC(=O)c1c(-c2ccccc2)n(C)c2ccc(O)cc12	-2	-6	10	-5	-1	-15	-29	9	-4	9	17
CCN(C(=O)COC(=O)CC(C)c1ccccc1)c1c(N)n(Cc2ccccc2)c(=O)[nH]c1=O (stereo unspecified)	-14	-7	5	14	-1	37	-12	-6	-11	6	12
CCC(=O)N(Cc1cc2c(C)ccc(C)c2[nH]c1=O)C1CCCCC1	4	nt	-29	-3	-2	-5	-21	-6	14	-4	20
COC(=O)C[C@H]1c2ccccc2S(=O)(=O)N1C(C)C	0	-9	-13	-15	0	-4	-18	0	6	-4	6
CC(C)(C)c1ccccc1NC(=O)COC(=O)CN1C(=O)NC2(CCCC2)C1=O	4	-7	-10	0	-6	-7	20	2	5	8	3
CN(CC(=O)Nc1ccc2c(c1)OCCO2)CC(=O)Nc1ccc(F)c(F)c1F	11	-7	-20	-12	nt	-2	4	2	-9	1	9
CC(=O)CSc1nnc(CN2C(=O)CSc3ccc(C(F)(F)F)cc32)n1C	-4	-15	13	2	0	12	6	-10	-3	0	10
CCC(=O)Nc1ccccc1C(=O)OCC(=O)c1ccccc1	-2	-3	-89	-6	1	-15	-153	-59	-243	-7	-155
Cc1c(-c2ccc(OCc3ccccc3)cc2)nc2ccccc2c1C(=O)O	-3	-2	16	-1	3	4	-12	-34	-33	-1	-36
Cc1ccc(NC(=O)CC(C)CC(=O)NCc2ccccc2)cc1Cl (stereo unspecified)	-6	-5	14	-6	-3	14	-4	-22	5	0	-7
CC1(C(=O)Nc2cccc3c2CCCC3)CCN1C(=O)c1cccc(F)c1 (stereo unspecified)	?	-9	-10	0	nt	9	-27	nt	6	10	12
CC(=O)Nc1ccc(CN(C)CC2CCCN(CCc3cccc(C(F)(F)F)c3)C2)cc1 (stereo unspecified)	0	-20	50	20	7	-2	9	8	-11	-11	17
C/C(=N\O)C(C)/[N+]([O-])=C/c1nc(C)c(C)n1O (stereo unspecified)	3	nt	11	16	0	nt	6	1	10	-4	8
COc1ccccc1/C=C/C=N/NC(=O)CCn1cnc2ccccc21	-4	-3	-4	10	0	18	8	4	21	-1	-4
CCOC(=O)COc1c(C(=O)OC)sc2ncccc12	0	nt	-8	-16	-1	-5	28	8	14	-8	19
Cc1ccc(C)c(-n2c(Cc3cc(=O)[nH]c(=O)[nH]3)nnc2SC(C)C)c1	-1	39*	-19	7	4	0	13	8	-10	3	16
COC(CNC(=O)C(=O)NCC1CCCN1S(=O)(=O)c1cccs1)OC (stereo unspecified)	-4	-6	-3	-6	0	nt	-23	-4	-9	1	-2
O=C1C=C(C#Cc2ccccc2)C[C@@H](c2ccc(F)cc2)C1	9	-5	1	32	nt	-2	-11	nt	-5	-26	26
O=C1CN(C(=O)C2CC2)c2ccccc2N1	-9	-4	2	-16	-1	16	-78	-6	12	2	-3
S=c1nc(C23CC4CC(CC(C4)C2)C3)[nH][nH]1	3	-2	-2	-5	-1	-8	1	-3	-5	5	19
O=C(CSc1nnc(-c2ccccc2)c2ccccc12)NCCN1C(=O)CSC1=O	1	-4	5	13	4	nt	-8	21	5	14	13
CN(C)c1ccc2nc3ccc(=O)cc-3sc2c1	4	-10	39	52*	nt	nt	-25	nt	-126	8	-90
CCc1ccc(CCC(=O)Nc2ccc(C(=O)O)cc2)o1	-5	-7	-3	18	1	2	7	6	7	-10	11
FC(F)(F)c1cccc(-n2c(Cn3nnc4ccccc43)n[nH]c2=S)c1	-1	-5	10	-10	-1	0	5	nt	0	2	15
O=C(N/N=C/c1cccc([N+](=O)[O-])c1)c1cc[n+](CCO)cc1	-1	-2	51	-4	6	-4	-66	-5	6	0	15
Cc1ccc(-n2c(SCC(=O)N3Cc4ccccc4CC3C(=O)O)nnc2-c2cccnc2)c(C)c1 (stereo unspecified)	-1	-5	7	3	2	-1	-13	2	10	-1	6
S=C1NCCc2ccccc2C1c1ccccc1Cl (stereo unspecified)	10	-4	-28	-13	0	-2	-8	9	-17	-2	21
CC(=O)Nc1ccc(S(=O)(=O)NCCC(=O)OCc2nnc(-c3ccccc3)o2)cc1	3	-11	-4	11	5	1	-18	-15	-7	0	-14
O=C(NCc1ccc(Cl)c(Cl)c1)c1ccc2c(c1)OCO2	4	-6	17	-35	1	0	-18	4	-10	3	-29
O=C(CCN1C(=O)c2ccccc2C1=O)NCc1ccco1	-11	-9	-23	-8	2	21	6	5	2	2	9
CCC(C)C(NC(=O)C(C)NC(=O)CNC(=O)OC(C)(C)C)C(N)=O (stereo unspecified)	2	-1	-16	8	-1	8	33	-1	5	9	15
COc1ccc(S(=O)(=O)N2CCC(C(=O)Nc3ccc(S(=O)(=O)N4CCCC4)cc3)CC2)cc1OC	0	-7	-8	14	-2	-3	-22	-3	1	-6	8
CNC(=S)N(CCO)Cc1cc2cc3c(cc2[nH]c1=O)OCCO3	4	-2	1	-4	0	23	-32	-12	2	-5	-8
CC(=O)c1ccc2c3c(cccc13)C(=O)N(CCc1ccccc1)C2=O	9	-5	-66	-18	5	-3	-81	-24	-183	-8	-170
CCCCc1nc2cc(C(=O)NCc3nccn3CC)ccc2o1	-4	-8	-18	-27	-1	1	-13	-20	-78	18	-114
O=C(CSc1nnc2ncccn12)Nc1cccc2ccccc12	-5	-2	17	-12	-1	8	3	-10	0	-4	-3
CN(C)CCNC(=O)c1cccc(-c2cnc3c(NC=O)cc(-c4cccc(C(F)(F)F)c4)cn23)c1	5	-7	-13	-42	nt	6	-3	nt	99*	5	79*

Reprinted at random: 4 entries already listed, in no set order.
SMILES	PDI inh	CaV13 FRET inh	Shn3 3UTR inh	CF NFkB block	NR2E3 ag-1	Vif inh	NR2E3 ag-2	TRPM1 prom inh	Peg3 promoter	KKLEB tox	HIF-2a inh
CCC(C)C(NC(=O)C(C)NC(=O)CNC(=O)OC(C)(C)C)C(N)=O (stereo unspecified)	2	-1	-16	8	-1	8	33	-1	5	9	15
S=C1NCCc2ccccc2C1c1ccccc1Cl (stereo unspecified)	10	-4	-28	-13	0	-2	-8	9	-17	-2	21
CN(C)c1ccc2nc3ccc(=O)cc-3sc2c1	4	-10	39	52*	nt	nt	-25	nt	-126	8	-90
COc1ccc(S(=O)(=O)N2CCC(C(=O)Nc3ccc(S(=O)(=O)N4CCCC4)cc3)CC2)cc1OC	0	-7	-8	14	-2	-3	-22	-3	1	-6	8

Other entries follow:
SMILES	PDI inh	CaV13 FRET inh	Shn3 3UTR inh	CF NFkB block	NR2E3 ag-1	Vif inh	NR2E3 ag-2	TRPM1 prom inh	Peg3 promoter	KKLEB tox	HIF-2a inh
CCn1c(SCC(=O)NC(=O)Nc2ccc3c(c2)OCCO3)nnc1-c1cccs1	6	-4	-16	17	1	-7	-10	-11	-67	-5	-97
COc1ccc(CNC(=O)c2onc(C)c2Cl)cc1	-1	-6	5	18	-1	13	-16	11	5	-4	-2
Cc1ccc(C(=O)COC(=O)c2ccc3c(c2)C(=O)N(c2cccc4ncccc24)C3=O)cc1	10	-4	13	12	5	-1	12	44	102*	-12	16
Cc1ccc(SCc2nc(-c3cccnc3)no2)cc1	2	0	-18	1	1	19	-16	-15	-80	2	-103

Single records, from the list above. Screens in order: PDI inh | CaV13 FRET inh | Shn3 3UTR inh | CF NFkB block | NR2E3 ag-1 | Vif inh | NR2E3 ag-2 | TRPM1 prom inh | Peg3 promoter | KKLEB tox | HIF-2a inh
Record of COc1ccc(CNC(=O)c2onc(C)c2Cl)cc1 → -1 | -6 | 5 | 18 | -1 | 13 | -16 | 11 | 5 | -4 | -2
Record of Cc1ccc(SCc2nc(-c3cccnc3)no2)cc1 → 2 | 0 | -18 | 1 | 1 | 19 | -16 | -15 | -80 | 2 | -103
Record of Cc1ccc(C(=O)COC(=O)c2ccc3c(c2)C(=O)N(c2cccc4ncccc24)C3=O)cc1 → 10 | -4 | 13 | 12 | 5 | -1 | 12 | 44 | 102* | -12 | 16
